High-throughput results (PubChem)
FN deposit inh – inhibitors of fibronectin matrix deposition, primary screen, AH1F cells, Alexa488-fibronectin fluorescence, plate reader | AH1F fibroblasts, overnight | AID 743247, 2014 | 0.086% of 350,000 active | inhibition, % at 12.6 µM;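 active means mean inhibition across replicates of 30% or more, regardless of how many single replicates reach that level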;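 further: positive control wells lacked labelled fibronectin entirely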
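Material: AH1F fibroblast monolayer depositing Alexa488-labelled fibronectin into matrix | Input: 10000 AH1F cells/well | Medium: DMEM plus 2% serum, read in PBS | Reagent: Alexa488-fibronectin, 24 nM final in well | Compound dosing: One dose per compound, pinned | Schedule: 1 h adhesion, overnight exposure | Measured by: Fluorescence at 485 nm excitation, 525 nm emission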
RAD54 inh – inhibitors of human RAD54 branch migration, primary screen, biochemical, fluorescence, single point; DNA repair and recombination protein RAD54-like (Homo sapiens), Q92698; RAD54 Holliday junction branch migration, FAM/BHQ fluorescence; inhibition, % at 10.4 µM; 0.14% of 360,000 active; AID 602329, 2012;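 active means mean normalized replicate activity at least 40 and at least half of replicates scoring 40 or more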;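 further: 0% = median of neutral control wells and 100% = median of positive control wells; inhibitors cause a drop in the FAM fluorescence signal; in these data hits start at about 50%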
Target sequence (Q92698 whole entry, looked up): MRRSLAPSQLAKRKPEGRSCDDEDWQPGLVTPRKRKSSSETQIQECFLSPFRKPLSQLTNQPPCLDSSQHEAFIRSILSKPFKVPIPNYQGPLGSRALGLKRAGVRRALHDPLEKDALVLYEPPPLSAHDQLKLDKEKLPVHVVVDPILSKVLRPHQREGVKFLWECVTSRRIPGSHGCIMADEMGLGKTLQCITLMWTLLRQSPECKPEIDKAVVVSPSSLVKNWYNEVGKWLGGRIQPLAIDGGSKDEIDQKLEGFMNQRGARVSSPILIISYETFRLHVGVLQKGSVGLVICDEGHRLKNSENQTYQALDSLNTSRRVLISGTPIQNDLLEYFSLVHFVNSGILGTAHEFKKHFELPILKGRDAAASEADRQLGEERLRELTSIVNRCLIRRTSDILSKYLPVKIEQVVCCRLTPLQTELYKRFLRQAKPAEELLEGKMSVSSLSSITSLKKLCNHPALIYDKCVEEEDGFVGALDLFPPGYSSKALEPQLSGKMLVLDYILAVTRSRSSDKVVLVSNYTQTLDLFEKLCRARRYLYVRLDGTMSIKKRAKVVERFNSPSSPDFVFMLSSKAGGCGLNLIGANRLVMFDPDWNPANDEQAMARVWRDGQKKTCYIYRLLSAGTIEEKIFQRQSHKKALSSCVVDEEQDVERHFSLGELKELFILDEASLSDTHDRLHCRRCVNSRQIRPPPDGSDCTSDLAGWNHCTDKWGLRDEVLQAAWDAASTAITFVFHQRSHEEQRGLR
* hit, by the source's call; & = joins results of further samples.

SMILES	FN deposit inh	RAD54 inh
COc1ccccc1CNS(=O)(=O)c1cccc(S(=O)(=O)N2CCOCC2)c1	-5	-1
CCOC(=O)C(CC)n1nc(C)n2c(cc3occc32)c1=O (centres undefined)	-30	-2
COc1ccc(N/N=C(/Oc2ccc([N+](=O)[O-])cc2)C(C)=O)cc1	-3	5
O=C(NC(=S)Nc1ccccc1)c1cc(-c2ccccc2)nc2ccccc12	-6	-14
CC(C)(C)c1cccc(/C=N/O)c1O	1	-4
O=C(O)C(Cc1ccccc1)N1Cc2ccccc2C1=O (centres undefined)	0	-2
Cc1ccc(NC(=S)NNC(=O)c2nn(C)c(C)c2Cl)cc1	-6	3
Cc1cc(Cl)ccc1NC(=S)NCc1ccc(Cl)cc1	0	-13
C=C(Cl)COc1cc(C)cc2oc(=O)cc(CC)c12	-2	8
C/C(N)=C(/C#N)C(=O)COC(=O)c1ccc(C)c(S(=O)(=O)N2CCCCC2)c1	9	5
COCCNC(=O)C(c1cccs1)N(Cc1ccccc1)C(=O)Cn1nnc2ccccc21 (centres undefined)	-8	-8
Cc1ccc(C(=O)Nc2ncc(C)s2)o1	4	-1
CCCn1c(CN2CCN(C)CC2)nc2ccccc21	6	-1
Cc1[nH]n(-c2ccc([N+](=O)[O-])cc2)c(=O)c1C=NCCN1CCN(C(=O)c2ccccc2F)CC1	0	6
Cc1c(NC2(c3nnnn3-c3ccc(Br)cc3)CCCCC2)c(=O)n(-c2ccccc2)n1C	-11	-4
CCn1c(=O)cc(OCC(=O)NC2CCCCC2)c2ccccc21	1	1
N#Cc1ccc(-c2ccccc2)nc1SCC(=O)c1cc2ccccc2oc1=O	27	-4
COc1ccc(NC(=O)N2CCCCC2)cc1	-1	-7
Cc1ccc(-c2nc3nc4ccccc4nc3n2Cc2ccco2)cc1	-17	1
O=C1CC(Nc2ccc(N3CCOCC3)cc2)C(=O)N1CCc1ccccc1 (centres undefined)	-2	-3
CCN1C(=O)C2(C(C#N)=C(N)Oc3n[nH]c(-c4ccc(Cl)cc4)c32)c2ccccc21 (centres undefined)	-1	3
CC(C)Nc1ncnc2c1nnn2Cc1ccccc1	2	-5
Cc1cc(Nc2ccc(F)cc2)nc(N)n1	2	7
COc1cccc(NC(=O)CSC2=C(C#N)C(c3ccco3)C3=C(CCCC3=O)N2)c1 (centres undefined)	-3	2
COCCCNS(=O)(=O)c1ccc2c(c1)CCN2C(C)=O	-8	-16

Two records picked at random from those above, as already listed:
SMILES	FN deposit inh	RAD54 inh
CCn1c(=O)cc(OCC(=O)NC2CCCCC2)c2ccccc21	1	1
N#Cc1ccc(-c2ccccc2)nc1SCC(=O)c1cc2ccccc2oc1=O	27	-4

More entries.
SMILES	FN deposit inh	RAD54 inh
COc1ccc(C2CN=NC23CCCc2ccccc2C3=O)cc1 (centres undefined)	1	0
CCCn1c(CCc2ccccc2)nnc1SCC(=O)N1CCCC1	4	-5
CCOc1ccc(C(=O)Nc2nnn(CC)n2)cc1	-2	-2
CC1=CC(C)(C)Nc2ccc(OC(=O)CN3C(=O)C4CCCCC4C3=O)cc21 (centres undefined)	-8	-4
CCOc1cc(C#N)c(NC(=O)c2cccnc2Cl)cc1OCC	2	-1
Cc1ccc2nc(SCC(=O)NC(=O)NCc3ccco3)[nH]c2c1	-6	15
CCCCSc1nsc(NC(C)=O)n1	0	-3
CCOC(=O)N1CCC(NC(=O)c2sc3nc4n(c(=O)c3c2C)CCCC4)CC1	-11	1
COCCCn1c(N)c(-c2nc3ccccc3n2C)c2nc3ccccc3nc21	-8	-16
CCc1[nH]nc2c1C(c1cccnc1)C(C#N)=C(N)O2 (centres undefined)	0	-5
COc1c(C)cc(Br)cc1C(=O)Nc1ccc(N2CCN(S(C)(=O)=O)CC2)cc1	11	8
Cc1ccc(C(=O)Nc2sc3c(c2C(=O)NCc2ccco2)CCCC3)cc1	-5	5
ONC(=Nc1ccccc1)c1ccccc1Cl	2	-11
O=C(OCN1C(=O)c2ccccc2C1=O)/C(=C\c1ccco1)NC(=O)c1ccccc1	6	2
COC(=O)CCCCCCCCC(=O)Nc1nc2ccccc2s1	1	-1
CCCc1cc(N2CCCC(C(=O)Nc3ccc(OC)cc3OC)C2)n2ncnc2n1 (centres undefined)	-2	7
O=C(NNC(=O)[C@@H]1CCCC[C@@H]1C(=O)O)c1cccs1	9	-3
CC(C)N1C(=O)C2ON(c3ccccc3)C(c3cccs3)C2C1=O (centres undefined)	2	-3
COC(=O)c1cccc(S(=O)(=O)N2CCOCC2)c1	13	-2
CCCCN1C=C(C(=O)OC)C(c2ccccc2C(F)(F)F)C(C(=O)OC)=C1	12	9
CCCCCCn1c(SCCN2CCOCC2)nc2c1c(=O)[nH]c(=O)n2C	4	5
O=C(CCCn1c(=O)[nH]c2cc(Cl)ccc2c1=O)NC1CCCCCCC1	2	-4
O=C(Oc1ccccc1)c1cccc(COC(=O)c2cnccn2)c1	11	7
O=C(CSc1nc2ccccc2s1)N1c2ccccc2Sc2ccccc21	-5	-8
C=CCn1c(CCNC(=O)c2cccs2)nnc1SCC(=O)Nc1cccc(Cl)c1C	2	1

Rewritten with two lines to a compound: part of the list above
Below each SMILES: FN deposit inh	RAD54 inh
COC(=O)c1cccc(S(=O)(=O)N2CCOCC2)c1
→ 13	-2
CCCCN1C=C(C(=O)OC)C(c2ccccc2C(F)(F)F)C(C(=O)OC)=C1
→ 12	9
CCCCCCn1c(SCCN2CCOCC2)nc2c1c(=O)[nH]c(=O)n2C
→ 4	5
O=C(CCCn1c(=O)[nH]c2cc(Cl)ccc2c1=O)NC1CCCCCCC1
→ 2	-4
O=C(Oc1ccccc1)c1cccc(COC(=O)c2cnccn2)c1
→ 11	7

Other entries:
SMILES	FN deposit inh	RAD54 inh
CCc1nc(SCC(=O)NNC(=O)C2CCCCC2)c2ccccc2n1	-22	-6
COc1ccccc1C1CN=NC12CCCc1ccccc1C2=O (centres undefined)	-2	-2
COc1ccc(CCNC(=O)CN(c2ccc(OC)c(OC)c2)S(C)(=O)=O)cc1	2	2
COc1ccc(OCc2nc(N)nc(Nc3ccccc3)n2)cc1	-5	2
COc1ccccc1N1CCN(CC(=O)Nc2c(C)n[nH]c2C)CC1	-7	-7
CCOC(=O)C1C(=O)CC(C)(O)C(C(=O)OCC)C1c1ccc(N(CC)CC)cc1 (centres undefined)	3	2
Cn1c(CO)cnc1SCc1c(Cl)cccc1Cl	-4	6
CCC(=O)Nc1cc(NC(=O)CSc2ncc(-c3ccc(F)cc3)n2Cc2ccco2)ccc1C	3	7
CCC(C)NCCCOc1cc(Cl)ccc1Cl (centres undefined)	14	3
CC(C)OC(=O)c1ccc(N2C(=O)C3CC=CCC3C2=O)cc1 (centres undefined)	-2	-3
O=c1[nH]c(N2CCOCC2)nc2ncn(Cc3ccccc3)c12	4	-12
CCC(=O)N1CCc2cc(S(=O)(=O)CCC(=O)Nc3nc(C)cs3)ccc21	12	5
CCCCCn1c(CN2CCCCC2C)nc2c1c(=O)n(C)c(=O)n2C (centres undefined)	-9	5
COc1ccc(CCC(=O)NCc2ccco2)cc1	2	-2
CCNS(=O)(=O)c1ccc(S(=O)(=O)N(Cc2ccccn2)C2CCCCC2)cc1	12	-1
CCOc1ccc(C2=NNC(c3cccs3)=Nc3ccc(OC)cc32)cc1	-7	-1
COCCNC(=O)c1cc2c3ccccc3n(C)c2s1	2	11
O=C(Nc1cccnc1N1CCOCC1)c1ccco1	0	7
CC(C)OC(=O)c1c(NC(=O)c2ccco2)sc2c1CCCC2	2	-3
Cc1ccc(F)cc1NC(=O)c1cccc(N(C)C)c1	-3	-10
CC(=O)Nc1cc2nn(-c3ccccc3)nc2cc1Cl	-3	-3
COc1ccccc1CC(=O)Nc1ccc(-c2noc(COc3ccc(Br)cc3)n2)cc1	-6	2
COc1ccc(-c2noc(COc3ccc4ccccc4c3Br)n2)cc1OC	-7	10
O=c1c2cccnc2[nH]c(=S)n1CCC1=CCCCC1	1	2
COc1ccc(NC(=O)CN2CCC(n3c(C)nc4cc(F)ccc43)CC2)c(OC)c1	9	2

Profiles, quoted from the list:
`CC(C)Nc1ncnc2c1nnn2Cc1ccccc1` is entered as FN deposit inh: 2; RAD54 inh: -5
`CCCCCn1c(CN2CCCCC2C)nc2c1c(=O)n(C)c(=O)n2C` (centres undefined) is entered as FN deposit inh: -9; RAD54 inh: 5

2 neighbouring entries already listed:
SMILES	FN deposit inh	RAD54 inh
O=c1[nH]c(N2CCOCC2)nc2ncn(Cc3ccccc3)c12	4	-12
CCC(=O)N1CCc2cc(S(=O)(=O)CCC(=O)Nc3nc(C)cs3)ccc21	12	5

(further entries)
SMILES	FN deposit inh	RAD54 inh
COc1ccc(-n2cnnc2SCc2csc(-c3ccccc3)n2)cc1	-1	-3
c1ccc2c(c1)NC(c1ccncc1)n1c-2nc2ccccc21 (centres undefined)	4	5
CC(C)NC(=O)Cn1c(SCC(=O)c2ccc(F)cc2)nc2ccccc21	-4	-1
COc1cc(OC)cc(C(=O)N/N=C/c2ccc(OC)c(COc3ccc(F)cc3)c2)c1	20	-2
Cc1ccc(C(=O)Nc2cccnc2)cc1S(=O)(=O)N1CCOCC1	7	-1
Cn1c(=O)cc(SCC(=O)NCc2cccnc2)c2ccccc21	-11	-8
CC(C)CCn1nnnc1C(c1ccc(N(C)C)cc1)N1CCN(C(=O)c2ccco2)CC1 (centres undefined)	-8	-2
CCOc1ccccc1NC(=O)CSc1nc2cccnc2n1C	-4	-3
CN1CCCc2cc(C=O)ccc21	-2	7
Cc1nc2sc(C(c3cccc(F)c3)N3CCC(O)CC3)c(O)n2n1 (centres undefined)	1	-5
Cc1ccc(S(=O)(=O)Oc2ccc(C)cc2/C=N/N=C2\NC(=O)C(C)S2)cc1 (centres undefined)	2	-2
COC(=O)c1cn(NC(=O)c2ccncc2)c(=O)c2ccccc12	1	4
CC(Sc1ccc2ccccc2n1)C(=O)O (centres undefined)	3&-5	1
O=C(NC1CCCC1)c1ncn[nH]1	9	-19
O=C(NCC1CCCO1)NC1(C(F)(F)F)Oc2ccccc2O1 (centres undefined)	8	-5
Cc1ccccc1-n1c(SCC(=O)NCc2cccs2)nnc1-c1ccncc1	-4	15
COc1cccc(NC(=O)Cn2c(=O)n(CC3CCCO3)c(=O)c3ccccc32)c1 (centres undefined)	-1	4
O=S(=O)(Nc1ccc(S(=O)(=O)N2CCCCC2)cc1)c1cccs1	12	0
COCCNC(=O)CCCCCn1c(=S)[nH]c2ccccc2c1=O	-2	2
COc1ccc(/C(O)=C2/C(=O)C(=O)N(Cc3cccnc3)C2c2ccco2)cc1OC (centres undefined)	-1	0
CCOc1ccc(N2C(=O)CC(N(O)c3ccccc3)C2=O)cc1 (centres undefined)	-2	7
COc1cccc(/C=N/NC(=O)c2cccc([N+](=O)[O-])c2)c1OS(=O)(=O)c1ccccc1	-1	4
COc1cc(C(C[N+](=O)[O-])c2c(-c3ccccc3)cc3ccccn23)cc(OC)c1OC (centres undefined)	-11	-2
Nc1ccc(CC2SC(=O)NC2=O)cc1 (centres undefined)	-1	2
CC(C)n1nc(C(=O)Oc2cc(Cl)ccc2Cl)c2ccccc2c1=O	4	-9

Further structures
SMILES	FN deposit inh	RAD54 inh
CCN(CC)CCNC(=O)Cn1c(C)cc2ccccc2c1=O	-2	-2
CCCCS(=O)(=O)NC1=NCN(Cc2ccco2)CN1	2	-1
Cc1cc(C)n(C(CC(=O)N2CCc3ccccc3C2)C(=O)O)n1 (centres undefined)	14	-1
COc1cc(-c2nc3n(n2)C(c2ccncc2)C(C(N)=O)=C(C)N3)cc(OC)c1OC (centres undefined)	5	-2
CCN1CCN(C(=S)Nc2ccc(Cl)cc2)CC1	3	-15
Cc1cccc(NC(=O)c2cccc(N3C(=O)C4C5CCC(C5)C4C3=O)c2)c1C (centres undefined)	-4	-2
O=C(CN1C(=O)CCSc2ccccc21)Nc1cccc(F)c1	0	-8
O=S(=O)(NCCSc1ccccc1)c1ccc2c(c1)OCCO2	7	2
Cc1cccc(-n2c3nc(=O)[nH]c(=O)c-3cc3c(C)nn(-c4ccccc4)c32)c1C	4	-2
Cc1ccc(-c2cc(C(=O)N3CCN(c4ncccn4)CC3)c3ccccc3n2)cc1	-3	13
CCC1C/C(=C/c2cccs2)C(=O)/C(=C/c2cccs2)C1 (centres undefined)	-3	-3
COc1ccc(S(=O)(=O)Nc2ccc(C)cc2)cc1OC	7	-9
O=c1c([N+](=O)[O-])cc(C(F)(F)F)cn1Cc1cccc(Cl)c1	-9	-7
Cc1cc(N2CCN(c3ccccc3)CC2)nc(-c2ccccc2)n1	-16	-8
Cc1nnc(SCC(=O)Nc2nc(C(C)(C)C)cs2)s1	3	9
CCOC(=O)c1c(NC(=O)CSc2nnc(CNc3ccc(F)cc3)o2)sc(C)c1C	-4	1
O=C1NC(=S)N/C1=C/c1cc([N+](=O)[O-])ccc1O	6	1
Cc1c(O)nc(SC2CC(=O)N(c3ccccc3)C2=O)[nH]c1=O (centres undefined)	-1	-5
Cc1ccc(NC(=O)Cn2c(=O)n(Cc3ccco3)c(=O)c3ccccc32)c(C)c1	-6	0
Cc1nc(NC(=O)CSc2nnc(C)n2CC2CCCO2)sc1C (centres undefined)	-2	-1
CCOC(=O)c1[nH]cc(-c2ccccc2)c1N1CCOCC1	-2	-11
N#CCOc1nc(N2CCCC2)nc(N2CCCC2)n1	-1	-5
CC(C)OC(=O)c1c(N)n(CCCN2CCOCC2)c2nc3ccccc3nc12	-2	3
Cc1ccc(C2C(C(=O)c3sc(-c4ccccc4)nc3C)=C(O)C(=O)N2CCN(C)C)o1 (centres undefined)	3	-5
O=C(CN1C(=O)NC2(CCCCCCC2)C1=O)NCc1ccc2c(c1)OCO2	-5	5

An excerpt; the hit share may differ from the screen's.
